MsrA act – bovine MsrA enzyme activators, primary screen, biochemical, absorbance, HTS. purified bovine MsrA, absorbance read-out. 360,000 tested, 0.3% active. AID 602163, 2012. activation, % at 10.6 µM. Methionine sulfoxide reductase A (Bos taurus); in the data active = activation above about 7.5%;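 note: 0% = vehicle and 100% = reference activator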
Neddylation inh – inhibitors of cullin neddylation, primary screen, biochemical, TR-FRET, uHTS, NAE and Ubc12; 360,000 tested, 0.58% active; NEDD8-conjugating enzyme Ubc12 (Homo sapiens) + NEDD8-activating enzyme E1 regulatory …; calls only at 25 µM; in the data active = inhibition above about 36%
PABP1 MLLE inh – inhibitors of PABP1 MLLE–PAM2 peptide binding, primary screen, biochemical, fluorescence polarization, FITC-PAM2, GST-MLLE | Polyadenylate-binding protein 1 (Homo sapiens), P11940 | inhibition, % at 20 µM | 360,000 tested, 0.36% active; in the data active = inhibition above about 35%, passing the limit was not always enough;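 note: plate controls were DMSO wells with GST-MLLE for no effect and wells lacking GST-MLLE protein for full effect; some results filed as inactive read as strong as hits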
E coli Lon inh – inhibitors of E. coli Lon protease, primary screen, biochemical, fluorescence polarization. P0A9M0. purified E. coli Lon protease. inhibition, % at 7.94 µM. 360,000 tested, 0.42% active; in the data active = inhibition above about 13%, passing the limit was not always enough;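 note: 0% = enzyme with probe and DMSO and 100% = no enzyme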
CendR NRP1 mod – modulators of CendR peptide binding to NRP-1, primary screen, biochemical, fluorescence polarization, uHTS. inhibition, % at 25 µM. Neuropilin-1 (Homo sapiens), O14786. 360,000 tested, 0.85% active. AID 602438, 2012. FAM-RPARPAR peptide binding to NRP-1;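 active = inhibition or corrected inhibition above about 18%, plus a signal ratio from 0.5 to 1.5, limit read from the data, passing the limit was not always enough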; note: strong numbers were not always called active
SKN-1 inh – suppressors of acrylamide-induced Pgst-4::GFP reporter in worms, primary screen, SKN-1 inhibitor project, whole organism, uHTS, GFP/RFP fluorescence ratio, strain VP596. AID 624304, 2012. 360,000 tested, 0.49% active. inhibition, % at 21.8 µM. C. elegans VP596 Pgst-4::GFP/RFP ratio, 24 h;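 active = interference check ratio from 0.5 to 1.5 plus GFP to RFP signal ratio inhibition reaching or exceeding a fixed threshold, cut at about 30% in these data, passing the limit was not always enough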; note: some compounds called inactive have numbers as strong as hits
FAS-TE inh – FAS thioesterase domain inhibitors, primary screen, biochemical, fluorescence intensity, uHTS | Fatty acid synthase (Homo sapiens), P49327 | recombinant FAS-TE, OMFH fluorogenic substrate, fluorescence endpoint | inhibition, % at 15 µM | 360,000 tested, 0.67% active;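 active = compounds whose normalised, plate-corrected inhibition of enzyme fluorescence in the single-dose primary screen is 50% or more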;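 note: 0% = DMSO with enzyme and 100% = substrate without enzyme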
Target sequence (P49327 whole entry, looked up, the tested form may be a part): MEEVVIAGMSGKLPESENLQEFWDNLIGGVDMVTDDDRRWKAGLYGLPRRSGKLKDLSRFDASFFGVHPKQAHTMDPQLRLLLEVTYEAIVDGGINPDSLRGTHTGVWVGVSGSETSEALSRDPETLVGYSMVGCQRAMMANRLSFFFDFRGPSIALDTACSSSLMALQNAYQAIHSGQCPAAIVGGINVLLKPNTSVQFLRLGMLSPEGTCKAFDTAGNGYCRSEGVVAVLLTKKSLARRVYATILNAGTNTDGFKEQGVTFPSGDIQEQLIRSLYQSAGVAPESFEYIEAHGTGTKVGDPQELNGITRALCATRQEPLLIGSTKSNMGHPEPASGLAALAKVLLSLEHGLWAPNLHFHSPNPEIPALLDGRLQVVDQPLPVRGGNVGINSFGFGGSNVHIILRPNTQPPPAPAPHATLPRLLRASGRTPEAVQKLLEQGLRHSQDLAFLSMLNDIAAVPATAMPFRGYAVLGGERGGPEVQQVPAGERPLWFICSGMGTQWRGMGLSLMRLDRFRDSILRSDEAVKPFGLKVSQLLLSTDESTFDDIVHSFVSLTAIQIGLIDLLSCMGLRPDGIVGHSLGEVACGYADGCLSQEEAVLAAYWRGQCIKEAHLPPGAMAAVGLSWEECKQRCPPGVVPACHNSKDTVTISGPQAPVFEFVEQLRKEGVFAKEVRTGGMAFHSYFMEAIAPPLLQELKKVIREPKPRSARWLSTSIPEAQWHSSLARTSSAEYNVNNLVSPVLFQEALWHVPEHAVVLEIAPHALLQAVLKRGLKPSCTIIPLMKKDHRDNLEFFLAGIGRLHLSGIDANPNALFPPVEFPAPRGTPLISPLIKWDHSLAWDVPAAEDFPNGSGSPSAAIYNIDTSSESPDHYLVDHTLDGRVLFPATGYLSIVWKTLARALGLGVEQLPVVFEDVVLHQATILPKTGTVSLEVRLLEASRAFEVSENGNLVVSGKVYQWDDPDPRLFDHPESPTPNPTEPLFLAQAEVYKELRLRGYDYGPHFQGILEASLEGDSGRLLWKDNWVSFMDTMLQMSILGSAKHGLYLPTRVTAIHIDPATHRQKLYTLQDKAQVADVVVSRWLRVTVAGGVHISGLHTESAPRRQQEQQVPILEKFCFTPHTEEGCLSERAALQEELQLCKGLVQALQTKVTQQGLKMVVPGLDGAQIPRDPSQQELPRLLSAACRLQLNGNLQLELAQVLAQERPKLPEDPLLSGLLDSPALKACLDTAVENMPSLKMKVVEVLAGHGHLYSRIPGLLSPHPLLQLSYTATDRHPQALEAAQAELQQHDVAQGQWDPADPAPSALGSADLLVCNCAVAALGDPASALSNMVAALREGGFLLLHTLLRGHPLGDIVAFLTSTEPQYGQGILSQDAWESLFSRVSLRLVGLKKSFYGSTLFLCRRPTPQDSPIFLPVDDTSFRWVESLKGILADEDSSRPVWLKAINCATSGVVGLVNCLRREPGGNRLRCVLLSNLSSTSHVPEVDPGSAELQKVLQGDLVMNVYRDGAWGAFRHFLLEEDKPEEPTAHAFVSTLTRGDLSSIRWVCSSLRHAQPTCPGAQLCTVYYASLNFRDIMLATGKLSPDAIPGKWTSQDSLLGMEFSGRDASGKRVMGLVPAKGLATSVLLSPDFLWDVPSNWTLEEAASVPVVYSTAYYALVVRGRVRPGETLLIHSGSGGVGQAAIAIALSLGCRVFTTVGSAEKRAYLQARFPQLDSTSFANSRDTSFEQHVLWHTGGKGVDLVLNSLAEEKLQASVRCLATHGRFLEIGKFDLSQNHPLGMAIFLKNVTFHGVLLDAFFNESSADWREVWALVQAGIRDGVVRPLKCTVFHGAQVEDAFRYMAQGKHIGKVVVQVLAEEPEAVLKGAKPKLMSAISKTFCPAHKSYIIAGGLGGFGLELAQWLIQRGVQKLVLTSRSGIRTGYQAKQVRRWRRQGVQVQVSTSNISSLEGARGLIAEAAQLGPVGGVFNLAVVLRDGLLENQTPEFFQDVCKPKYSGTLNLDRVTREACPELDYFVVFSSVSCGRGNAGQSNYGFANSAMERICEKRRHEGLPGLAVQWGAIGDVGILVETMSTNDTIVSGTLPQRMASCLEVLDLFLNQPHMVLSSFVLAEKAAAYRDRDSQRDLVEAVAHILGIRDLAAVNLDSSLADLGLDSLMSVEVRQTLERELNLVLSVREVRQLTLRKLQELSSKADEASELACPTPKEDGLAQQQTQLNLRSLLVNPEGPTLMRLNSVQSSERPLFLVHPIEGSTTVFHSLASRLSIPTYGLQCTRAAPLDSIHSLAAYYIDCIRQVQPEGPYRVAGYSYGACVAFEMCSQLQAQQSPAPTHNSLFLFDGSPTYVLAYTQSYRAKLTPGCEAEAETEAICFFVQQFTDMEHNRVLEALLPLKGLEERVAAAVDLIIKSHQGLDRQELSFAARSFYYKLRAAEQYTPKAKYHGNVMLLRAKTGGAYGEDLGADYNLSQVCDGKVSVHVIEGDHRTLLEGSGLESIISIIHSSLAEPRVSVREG
Rin1 Abl inh – inhibitors of Rin1-Abl protein binding, primary screen, biochemical, TR-FRET; inhibition, % at 7.35 µM; 360,000 tested, 0.4% active; in the data active = inhibition above about 5%, passing the limit was not always enough
MT1-MMP act inh – blockers of MT1-MMP proenzyme processing, primary screen, HT1080 RFP-PRO-GFP cells, GFP/RFP fluorescence; Matrix metalloproteinase-14 (Homo sapiens), P50281; GFP/RFP ratio fluorescence, overnight; percent of plate control window, DMSO zero; GFP/RFP ratio change, % at 20 µM; 360,000 tested, 0.061% active; AID 651647, 2012;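 active = GFP/RFP ratio change of at least 30% with cell ATP level not reduced by more than half and red fluorescence within 50% of control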; note: strong numbers were not always called active
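Compound: 20 µM single dose, 1% DMSO / System: HT1080 RFP-PRO-GFP cells / Controls: DMSO and RFP-L50D-GFP cell wells / Read-out basis: GFP/RFP fluorescence ratio / Schedule: overnight compound exposure at 37 °C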
* marks the source's active call; other numbers are inactive results; i = inactive; · = no result given.

SMILES	MsrA act	Neddylation inh	PABP1 MLLE inh	E coli Lon inh	CendR NRP1 mod	SKN-1 inh	FAS-TE inh	Rin1 Abl inh	MT1-MMP act inh
Cc1ccc(C(=O)NC(=S)Nc2ccc(N3CCOCC3)cc2)cc1	-2	i	30	-5	-10	7	14	-2	-13
CCC(C)(C(=O)NC1CCCCC1)N(C)C(=O)c1ccc2c(c1)OCO2 (centres undefined)	-7	i	-4	-7	5	-14	-4	3	0
Cn1c(N)c(N2CCCCC2)c(=O)n(CC(=O)Nc2ccc(Cl)c(Cl)c2)c1=O	-9	i	-12	1	-12	-19	46	5	4
CC(C)c1ccc(N(CC(=O)NCc2ccco2)C(=O)CCC(=O)Nc2nccs2)cc1	-2	i	2	-4	1	6	2	1	-2
COc1cccc(S(=O)(=O)N(C)C[C@H]2OCc3cn(nn3)CCCC(=O)N([C@@H](C)CO)C[C@@H]2C)c1	-9	i	-2	-2	9	7	-4	-2	2
Nn1c(COc2ccccc2F)nnc1SCC(=O)NC1CCCCC1	-1	i	2	-6	-1	5	-5	2	-4
O=C(/C=C/c1ccc(OC(F)F)cc1)Nc1cccc(S(=O)(=O)N2CCOCC2)c1	-2	i	-25	-19	-12	12	24	-3	-5
COc1ccc(OC)c(NC(=O)COC(=O)C2CCN(C(=O)c3ccc(Cl)cc3)CC2)c1	-4	i	10	8	6	0	10	0	1
CC1(C(=O)Nc2ccc3ccccc3c2)CCC(=O)N1C1CCN(Cc2ccccc2)CC1 (centres undefined)	-6	i	-1	-7	5	-11	1	2	-1
COc1cc(S(=O)(=O)N2CCOCC2)ccc1NC(=O)COC(=O)c1cc(OC)c(OC)c(OC)c1	-3	i	-11	0	-6	3	2	5	8
CCOC(=O)c1c(CC(C)C)csc1NC(=O)C(C)C	-1	i	-1	10	-9	16	15	1	0
CC(=O)CC(=O)Nc1ccc(Nc2ccccc2)cc1	-4	i	0	-4	-5	-1	-8	0	3
N/C(=N\OC(=O)CCC1CCCCC1)c1cccc([N+](=O)[O-])c1	-1	i	0	-7	-6	-2	67*	-3	-1
Cc1ccc(S(=O)(=O)CCC(=O)OCC(=O)c2c[nH]c3ccccc23)cc1	-3	i	-8	2	-8	-4	3	-1	0
COCCNC(=O)CS(=O)Cc1nc(-c2ccc(Cl)cc2)oc1C (centres undefined)	2	i	6	6	-7	5	-4	-1	-3
COc1ccc(/C=N/n2c(-c3n[nH]c4c3CCC4)n[nH]c2=S)c(OC)c1OC	-2	i	-8	-3	-6	-11	-2	-1	0
CC(=O)Nc1ccc(NC(=O)CN(c2ccc([N+](=O)[O-])cc2)S(=O)(=O)c2ccccc2)cc1	-3	i	2	2	-16	7	21	3	2
CC1CCCC(C(=O)OCc2ccccc2)N1 (centres undefined)	-1	i	0	0	2	10	-1	-4	0
CCOC(=O)c1sc(=S)n(C)c1C	-4	i	-1	2	-6	6	-2	-2	4
Cn1nc(C(=O)Nc2ccccc2N2CCOCC2)ccc1=O	-3	i	7	8	4	-8	-5	-4	-4
O=C(CCC1CCN(C(=O)Cc2c(F)cccc2F)CC1)NC1CC1	-3	i	-5	-4	16	10	-7	-4	-4
O=C1c2ccccc2S(=O)(=O)N1Cc1cccc(S(=O)(=O)N2CCOCC2)c1	0	i	-22	-4	-7	5	6	-2	-1
OCc1ccccc1OCCOc1ccc(Cl)c2cccnc12	-2	i	3	4	-3	14	0	-1	11
N#CC1=C2SCN(Cc3ccco3)CN2C(=O)CC1c1ccccc1F (centres undefined)	0	i	-9	7	-12	4	-5	-3	-2
CC(C)CCN1NC2(CCCC(C)C2)NC1=S (centres undefined)	-3	i	-56	-8	3	8	-3	-1	3
Cc1ccc(S(=O)(=O)N2CCC(C(=O)Nc3ccccc3N3CCCCC3)CC2)cc1C	-1	i	-14	-6	7	12	27	0	-5
CCc1nc2ccc(C(=O)NCC3CCCCC3)cn2c1N(C)Cc1ccc(OC)cc1	2	i	-12	-8	5	10	16	1	-5
O=C(NC(Cc1c[nH]c2ccccc12)C(=O)Nc1ccc(OC(F)(F)F)cc1)c1cccs1 (centres undefined)	-3	i	-10	5	-7	6	31	-1	-18
O=C1CCCN1CCCNc1nc2c(S(=O)(=O)c3ccccc3)nnn2c2ccc(Cl)cc12	3	·	3	5	1	-1	42	-1	-5
CNC(=O)NC(=O)COc1ccc2oc3c(c2c1)CCCC3	4	i	-7	-2	15	11	-5	2	-3
CCCn1c(NC(=O)c2ccc(Br)cc2)nc2ccccc21	-4	i	12	-5	5	12	-3	1	2
O=C1CCc2cc(S(=O)(=O)NCCC(=O)NC3CCN(Cc4ccccc4)CC3)ccc2N1	1	i	-11	0	-1	22	-4	1	5
COc1ccccc1NC(=O)C1=C(C)NC(=O)NC1c1cc(C)cs1 (centres undefined)	-2	i	-3	-2	-2	7	-13	0	-3
CN(C)CCCNC(=S)N(CCCN(C)C)Cc1cc2cc3c(cc2[nH]c1=O)OCO3	-3	i	-16	-13	8	7	-3	1	3
Cc1ccc(S(=O)(=O)N2C[C@H]3[C@H]4C(=O)N(C5CCCCC5)C(=O)[C@H]4CC(=O)[C@H]3[C@@H]2c2ccccc2Cl)cc1	-3	i	-9	-3	12	6	62*	6	0
Cn1cccc1/C=N/NC(=O)c1cc(-c2cccs2)nc2ccccc12	-6	i	1	-23	10	10	20	-1	-7
Cc1ccc(-c2nn(-c3ccccc3)cc2C(=O)OCC(=O)Nc2ncc(Cl)cc2Cl)cc1	-7	i	-25	-8	-3	0	30	-3	-4
CCC(C)c1ccc(S(=O)(=O)N2CCN(CC(O)CN3CCOCC3)CC2)cc1 (centres undefined)	6	i	3	-5	1	5	-6	5	4
O=C(CN(C(=O)CCC(=O)Nc1nccs1)c1ccc(F)cc1)NCc1ccc2c(c1)OCO2	0	i	5	-8	11	3	1	-1	0
Cc1ccc2nc(-c3ccncc3)c(Nc3ccccc3)n2c1	-1	·	5	2	6	12	-7	-2	6
COc1ccc(-c2ccc3c(c2)c(-c2cccs2)c(-c2cc(OC)cc(OC)c2)n3C)cc1	-6	i	-2	4	8	-10	20	2	-7
CCC(C)[C@@H](N)C(=O)N/N=C/c1ccc2ncccc2c1 (some centres undefined)	-5	i	-14	2	-9	6	-12	-3	0
COc1ccc(OC)c(/C=N/NC(=O)CC2C(=O)NN=C2C)c1 (centres undefined)	-10	·	-19	-6	3	0	-17	-5	15
CCCS(=O)(=O)N1CCN(Cc2c[nH]c3ccccc23)CC1	-10	i	13	1	-6	-3	2	2	3
COc1ccccc1S(=O)(=O)CC(O)COc1ccc(F)cc1Cl (centres undefined)	-5	i	14	-10	6	-2	-9	0	-1
COc1cccc(C2C(C(=O)/C=C/c3ccco3)=C(O)C(=O)N2CCN2CCOCC2)c1 (centres undefined)	-2	i	13	4	-27	9	-6	8	-8
COc1ccc(C(=O)NCC(=O)NCC(=O)OCC(=O)c2cccs2)cc1	-4	i	-5	7	10	-10	-11	-3	-4
O=C1CS/C(=N/N=C2C3CC4CC(C3)CC2C4)N1	-3	i	0	6	5	-12	-13	-4	-1
Cn1cc(C(=O)Nc2ccccn2)c(=O)c2ccccc21	-4	i	-1	-9	-2	12	-4	-1	-2
CCOc1ccc(CNc2ncc(-c3ccccc3)n2C)cc1	-6	i	5	-7	-10	-6	-6	3	2
CCOC(=O)C1(C)CCCN(C(=O)c2ccc(C)c(F)c2)C1 (centres undefined)	2	i	-1	-2	-2	12	-6	-3	1
O=C1NC(Cc2ccccc2)C(=O)N1Cc1cc([N+](=O)[O-])cc2c1OCOC2 (centres undefined)	-5	i	2	2	-7	8	20	-2	-2
COc1ccc(Oc2nc(OC)cc(OC)n2)cc1	-2	i	2	3	6	6	-6	-1	-3
Cc1cc(C(=O)OCC(=O)N2CC(C)CC(C)C2)c(C)o1 (centres undefined)	-1	i	-4	-7	-6	-6	-3	1	-2
Cc1cc(C)c(S(=O)(=O)Nc2nnc(C3CCCCC3)s2)c(C)c1	-3	i	10	-1	1	21	3	-1	0
COc1ccc(C2=Nn3c(nnc3-c3ccccc3F)SC2)cc1OC1CCCC1	-3	i	-25	4	10	16	4	1	3
CC(Sc1ccccc1)C(=O)Nc1ccccc1C(=O)N1CCOCC1 (centres undefined)	-1	i	-16	-4	4	1	-7	1	-4
CCNC(=O)NC(=O)COc1ccccc1C#N	-2	i	-5	-2	10	-2	-7	0	4
C=CCN1C=CC(=CC=C(C#N)C#N)C=C1	-8	i	-168	-437	-216	8	-20	-26	-132
O=C(COC(=O)c1cccc([N+](=O)[O-])c1)Nc1ncc(Br)s1	0	i	-1	-12	0	3	29	2	0

Four entries from above, arranged by the number in SKN-1 inh, falling.
Molecule	SKN-1 inh
Cc1ccc2nc(-c3ccncc3)c(Nc3ccccc3)n2c1	12
O=C(CN(C(=O)CCC(=O)Nc1nccs1)c1ccc(F)cc1)NCc1ccc2c(c1)OCO2	3
CCCS(=O)(=O)N1CCN(Cc2c[nH]c3ccccc23)CC1	-3
CC1(C(=O)Nc2ccc3ccccc3c2)CCC(=O)N1C1CCN(Cc2ccccc2)CC1 (centres undefined)	-11

Part of the list above with just Neddylation inh.
Structure	Neddylation inh
COc1ccccc1S(=O)(=O)CC(O)COc1ccc(F)cc1Cl (centres undefined)	i
COc1cccc(C2C(C(=O)/C=C/c3ccco3)=C(O)C(=O)N2CCN2CCOCC2)c1 (centres undefined)	i
COc1ccc(C(=O)NCC(=O)NCC(=O)OCC(=O)c2cccs2)cc1	i

The list continues.
SMILES	MsrA act	Neddylation inh	PABP1 MLLE inh	E coli Lon inh	CendR NRP1 mod	SKN-1 inh	FAS-TE inh	Rin1 Abl inh	MT1-MMP act inh
CNC[C@H]1Oc2c(NC(=O)C3CCCCC3)cccc2C(=O)N([C@H](C)CO)C[C@@H]1C	1	i	-1	-9	5	-3	-12	1	3
Cn1c(=O)c2cn3c(c2n(C)c1=O)C(c1ccccc1)CC(c1ccccc1)=N3 (centres undefined)	-3	i	0	-7	-25	10	-3	1	2
Cc1nc(NS(=O)(=O)c2cccs2)c2c3c(sc2n1)CCC3	0	i	3	-1	-5	-1	-2	0	4
CCC1(C)Cc2ccccc2-c2[nH]c(=S)[nH]c(=O)c21 (centres undefined)	-1	i	23	-15	-3	6	-2	-61	2
COc1cc(/C=N/N(C)C)cc(Br)c1O	-11	i	7	-1	2	-11	-1	-4	3
CCOC(=O)CNC(=O)c1cnc(Nc2ccccc2OC)c2ccccc12	-3	i	-1	-4	-11	-8	-3	1	-2
CC1CC(C)CN(C(=O)c2ccc(CNc3c(N4CCCC4)c(=O)c3=O)cc2)C1 (centres undefined)	-4	i	-4	1	8	2	-3	-4	0
O=C(COC(=O)c1cc(Cl)ccc1Cl)NC1CCCC1	-9	i	10	-2	-12	6	17	4	3
Cc1cc(O)ccc1NS(=O)(=O)c1ccc2c3c(cccc13)C(=O)N2	-3	i	7	1	-6	4	-30	1	0

Compound activity deposited in PubChem BioAssay by several laboratories.
